Assay outcomes: PubChem BioAssay, several laboratories
FBA Mtb inh = Mtb FBA enzyme inhibitors, primary screen, biochemical, fluorescence, strain H37Rv; purified M. tuberculosis FBA, fluorescence read-out; inhibition, % at 1 µM; actives 2.3% (n = 360,000); in the data active = inhibition above about 27%;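 also: 0% = vehicle and 100% = reference inhibitor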
Target sequence (P9WQA3 whole entry, looked up): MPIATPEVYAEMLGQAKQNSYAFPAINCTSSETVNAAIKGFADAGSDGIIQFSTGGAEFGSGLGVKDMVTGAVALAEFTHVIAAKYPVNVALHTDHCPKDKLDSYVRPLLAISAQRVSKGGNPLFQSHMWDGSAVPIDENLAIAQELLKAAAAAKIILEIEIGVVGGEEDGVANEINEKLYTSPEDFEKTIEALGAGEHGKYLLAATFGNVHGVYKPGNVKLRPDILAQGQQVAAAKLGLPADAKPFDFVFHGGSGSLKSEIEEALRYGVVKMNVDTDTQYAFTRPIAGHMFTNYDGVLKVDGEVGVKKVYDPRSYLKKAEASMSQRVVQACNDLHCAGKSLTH
PrPC TRFRET = inhibitors of human cell surface prion protein PrPC, primary screen, cell-based, TR-FRET. Major prion protein (Homo sapiens), P04156. TR-FRET read-out. inhibition, % at 13.8 µM. actives 0.43% (n = 370,000). AID 720596, 2013; in the data active = inhibition above about 24%; also: 0% = median of the test wells and 100% = reference compound wells
BoNT A protease = BoNT/A light chain protease inhibitors, primary screen, biochemical, flow cytometry, MLPCN library | inhibition, % at 10 µM | actives 0.17% (n = 360,000) | Botulinum neurotoxin type A light chain protease (Clostridium botulinum A str. ATCC 3502) | multiplex microsphere protease substrate cleavage; in the data active = inhibition above about 30%; also: plate controls were buffer without enzyme for full effect and enzyme alone for no effect
FadD28 FP inh = inhibitors of FadD28 bisubstrate probe binding, primary screen, biochemical, fluorescence polarization, single point; inhibition, % at 12.5 µM; actives 0.22% (n = 360,000); Mycobacterium tuberculosis FadD28 fatty-acid-AMP ligase; in the data active = inhibition above about 8.5%, passing the limit was not always enough
UGM FP inh = M. tuberculosis UGM enzyme inhibitors, primary screen, biochemical, fluorescence polarization, single point; purified UGM, fluorescence polarization probe displacement; inhibition, % at 10 µM; actives 0.06% (n = 320,000); in the data active = inhibition above about 10%, passing the limit was not always enough
Target sequence (P9WIQ1 whole entry, looked up): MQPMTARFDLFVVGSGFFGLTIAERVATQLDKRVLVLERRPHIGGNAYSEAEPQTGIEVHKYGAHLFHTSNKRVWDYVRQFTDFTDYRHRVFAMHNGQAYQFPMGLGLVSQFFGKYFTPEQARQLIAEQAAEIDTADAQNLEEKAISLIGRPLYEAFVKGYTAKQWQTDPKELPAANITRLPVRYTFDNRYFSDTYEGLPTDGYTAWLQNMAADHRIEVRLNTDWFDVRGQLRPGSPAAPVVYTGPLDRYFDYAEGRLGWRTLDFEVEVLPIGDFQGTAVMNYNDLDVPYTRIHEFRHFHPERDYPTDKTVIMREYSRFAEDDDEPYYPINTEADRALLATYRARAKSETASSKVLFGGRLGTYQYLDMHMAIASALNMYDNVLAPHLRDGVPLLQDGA
Mtb BioA inh = M. tuberculosis BioA enzyme inhibitors, primary screen, biochemical, plate reader, single point, HTS; 7,8-diaminopelargonic acid synthase BioA (Mycobacterium tuberculosis); purified M. tuberculosis BioA enzyme; inhibition, % at 9.99 µM; actives 0.096% (n = 360,000); AID 602481, 2012; in the data active = inhibition above about 40%
GDH-TPI inh = GDH-TPI coupling enzyme inhibitors, primary screen, artefact control for M. tuberculosis FBA inhibitor project, biochemical, absorbance, full deck; GDH-TPI coupled enzyme counterscreen, NADH absorbance; inhibition, % at 4.8 µM; actives 1.2% (n = 360,000);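 also: 0% = DMSO wells and 100% = wells lacking the enzyme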
CCHF vOTU inh = CCHFV vOTU protease inhibitors, primary screen, biochemical, Pep-AMC substrate, fluorescence | inhibition, % at 11.5 µM | Crimean-Congo hemorrhagic fever virus L polyprotein viral ovarian tumor (vOTU) protease … | AID 651958, 2012 | actives 0.55% (n = 370,000); also: 0% = vehicle wells with enzyme and 100% = no enzyme wells
BoNT-F LC inh = BoNT/F light chain protease inhibitors, primary screen, biochemical, flow cytometry, MLPCN library; Botulinum neurotoxin type F light chain protease (Clostridium botulinum); Multiplex microsphere protease cleavage assay; inhibition, % at 10 µM; actives 0.22% (n = 360,000); in the data active = inhibition above about 35%, passing the limit was not always enough; also: plate controls were buffer without enzyme for full effect and enzyme alone for no effect
An asterisk follows results filed as active; . = not tested or not shown. Rule as the data show it, unless noted: active = inhibition above about 30%; inactive = the rest.

SMILES | FBA Mtb inh | PrPC TRFRET | BoNT A protease | FadD28 FP inh | UGM FP inh | Mtb BioA inh | GDH-TPI inh | CCHF vOTU inh | BoNT-F LC inh
CCOc1ccccc1C1CC(=O)Nc2c1c(=O)n(C)c(=O)n2C (configuration not stated) | -1.2 | -2.2 | -1.1 | 0.0 | -0.6 | -0.2 | 11.8 | -7.2 | -0.8
CN(C)C(CNC(=O)NC1CCCCC1)c1cccnc1 (configuration not stated) | 0.2 | 3.0 | 0.7 | -1.9 | 3.9 | -0.7 | -3.1 | -17.1 | -11.5
Cc1nnc(SCC(=O)Nc2cccc(Br)c2)s1 | -1.2 | 0.5 | -1.0 | -2.4 | 2.6 | 0.4 | 1.4 | -5.7 | -4.6
COc1ccc2nc(SCC(=O)Nc3ccccc3C)[nH]c2c1 | 0.8 | 6.5 | -0.5 | -3.8 | -0.1 | 2.0 | -3.7 | 5.0 | 0.3
O=C(CN(Cc1ccco1)C(=O)c1ccc(N2CCCC2=O)cc1)Nc1ccccc1C(F)(F)F | -0.4 | 1.9 | . | -2.3 | 0.5 | . | -1.8 | -7.7 | .
CC(=O)Nc1ccc(NC(=O)COC(=O)COc2ccc3ccccc3c2)cc1 | 0.2 | -3.5 | -0.4 | -3.3 | 2.4 | -3.0 | -2.6 | -5.1 | -0.9
COc1ccccc1C(=O)NCCC(=O)Nc1ccc(S(=O)(=O)N2C(C)CCCC2C)cc1 (configuration not stated) | -0.3 | 8.0 | -0.4 | -1.8 | -0.1 | 2.7 | 10.0 | -3.3 | 0.3
Cc1ccc(S(=O)(=O)CCC(=O)NCCc2ccccc2)cc1 | -1.6 | -4.6 | -4.3 | 0.4 | 4.1 | -3.6 | -2.9 | -7.8 | 4.7
CCN(CC)CCCNc1nnc(C)c(=O)[nH]1 | 3.1 | 1.5 | -0.6 | -1.5 | 1.5 | 0.6 | 3.4 | 6.9 | -3.4
CSc1ccccc1C(=O)Nc1ccccc1C(=O)NC(C)C | 4.0 | 0.8 | -0.3 | 0.4 | 3.8 | 1.1 | -1.2 | -8.2 | 1.0
Cc1c(Br)c([N+](=O)[O-])nn1C(C)C(=O)Nc1c(C)n(C)n(-c2ccccc2)c1=O (configuration not stated) | 1.8 | -15.9 | 0.6 | -2.1 | 1.1 | 1.9 | -2.8 | 12.4 | 6.7
COc1ccc(OC)c(NC(=O)C23CCC(C)(C(=O)C2)C3(C)C)c1 (configuration not stated) | 2.6 | 6.2 | -0.7 | -3.5 | 1.0 | 1.2 | 1.5 | 4.5 | -15.5
COc1ccc(CCNC(=O)COC(=O)/C=C/c2ccc3c(c2)OCO3)cc1 | 0.8 | -2.8 | 0.0 | -2.7 | 1.9 | 3.5 | 14.2 | -7.6 | -1.7
O=C(O)CC1(CC(=O)Nc2cccc(C(=O)O)c2)CCCC1 | -3.1 | -3.9 | 1.1 | 1.0 | 1.1 | -1.6 | 2.1 | -12.0 | -33.5
Cc1ccc(S(=O)(=O)Nc2cccc(C(=O)NCC(C)(C)N3CCOCC3)c2)cc1F | -2.1 | -4.7 | 1.9 | -2.9 | 1.2 | -0.1 | 11.5 | -2.4 | -4.7
CN(C)CCCn1c2c(c(SCC(=O)Nc3ccc4c(c3)OCCO4)nc1=O)CCC2 | -0.7 | -5.7 | -1.5 | -0.7 | 4.6 | -3.4 | 2.9 | -8.8 | -9.0
CC[C@@]1(C(=O)OC)N[C@H](CN(C)S(=O)(=O)c2ccc(F)cc2)[C@@H]2C(=O)N(C)C(=O)[C@@H]21 | 0.8 | -2.3 | -0.9 | -1.1 | . | -1.9 | 3.6 | -2.8 | -4.0
COc1ccccc1C(=O)Nc1ccc(OCC(=O)N2CC(C)OC(C)C2)cc1 (configuration not stated) | -1.9 | -1.6 | 0.4 | -3.1 | -2.4 | 0.0 | -14.7 | 4.6 | -4.4
Clc1ccc2c(c1)nc1n2CCCC1 | -0.3 | 5.0 | -6.3 | -0.9 | -2.4 | . | 11.6 | -8.2 | 13.9
CCOC(=O)C(NC(=O)CC)(N1CCc2ccccc2C1)C(F)(F)F (configuration not stated) | -2.0 | 4.4 | 0.9 | -3.6 | 5.8 | -1.7 | -0.8 | -3.0 | -22.5
Cc1ccc(/C=C2\SC(=S)N(c3cccnc3)C2=O)o1 | -3.8 | 0.8 | 15.6 | 0.1 | 0.5 | . | 4.7 | 7.3 | 3.0
CCC1(c2ccccc2)NC(=S)N(c2ccc(C)cc2)N1 (configuration not stated) | 1.0 | 2.4 | -0.9 | -2.0 | -2.2 | 0.4 | 3.2 | -1.5 | 3.6
CCc1ccc(S(=O)(=O)NC2CC(C)(C)NC(C)(C)C2)cc1 | 3.7 | 4.9 | -0.3 | 0.8 | 0.4 | -2.7 | 6.8 | -7.3 | -11.3
COc1ccc(S(=O)(=O)N2CCOCC2)cc1NC(=O)Cc1ccsc1 | -0.1 | -0.3 | 0.2 | 0.5 | 3.5 | -0.3 | -7.0 | 10.3 | -1.3
CCN(CC)CCCNC(=O)c1cn(CCOC)c(=O)c2c1c1ccccc1n2C | 29.4* | -6.5 | 0.3 | -1.3 | 1.3 | -0.2 | 5.5 | -21.7 | -3.1
COc1ccc(NC(=O)Nc2cc(C(C)(C)C)on2)cc1OC | 0.6 | 7.6 | 0.0 | -0.4 | -0.5 | 4.2 | 3.9 | 13.9 | -7.8
CN(C)CC1CCCCC1C1(O)c2ccccc2CSc2sccc21 (configuration not stated) | -1.0 | -4.5 | -0.7 | -6.4 | -0.5 | 0.2 | -3.5 | 4.1 | -6.0
Cc1ccc(NC(=O)Nc2cccc(Cl)c2)c(C(=O)O)c1 | 93.6* | -2.0 | -1.0 | 1.5 | 1.2 | . | -0.7 | -7.4 | -0.9
CC(=O)Oc1cc(C(=O)OCC(=O)N2CCc3ccccc3C2)cc(OC(C)=O)c1OC(C)=O | 1.2 | -7.8 | -0.5 | -0.6 | 0.2 | 0.4 | 22.1 | 13.5 | -0.4
CCOC(=O)c1ccc(NC(=O)c2nc[nH]c2C(=O)NCCCNC(=O)c2[nH]cnc2C(=O)Nc2ccc(C(=O)OCC)cc2)cc1 | -1.9 | 3.1 | -0.7 | -4.6 | -0.3 | -0.7 | 2.6 | -0.3 | 0.6
COc1cc(/C=C/c2nc3ccccc3c(=O)n2-c2ccc(O)cc2)ccc1O | -1.9 | -12.4 | -3.7 | -1.8 | -7.3 | 3.1 | 15.4 | 3.9 | -12.1
CCOC(=O)CC1=C(C(=O)OCC)C2(C(=O)N1)C(C(=O)OC)=C(N)Oc1ccccc12 (configuration not stated) | -3.4 | 0.7 | -0.6 | -1.3 | 1.0 | -2.7 | 2.8 | -6.7 | -6.1
Cn1c(NCc2ccccc2F)nc2cc(-c3cccc(C(F)(F)F)c3)sc2c1=O | 3.2 | -5.3 | -0.1 | -1.1 | . | 0.0 | -4.9 | 3.7 | -1.5
Cn1cc(C(=O)NCc2ccc(F)cc2)cn1 | 1.1 | 3.3 | 0.4 | 0.6 | -1.0 | . | 7.3 | -2.9 | 2.3
O=C(Nc1cccnc1Cl)c1ccc(=O)oc1 | 14.6 | -3.1 | -0.4 | -2.0 | -1.8 | 8.2 | 26.8 | 2.9 | -10.8
COc1ccc(-c2n[nH]c(=S)n2/N=C/C=C\c2ccccc2OC)cc1 | 0.6 | -3.0 | 0.8 | -0.5 | -1.2 | . | 15.0 | -0.8 | 6.1
CCn1c(NCc2cc(Br)ccc2NS(=O)(=O)c2ccc(C)cc2)nc2ccccc21 | 1.0 | 3.8 | 0.4 | -1.1 | 0.5 | -1.9 | 3.4 | 22.8 | 0.1
CC(NCc1ccc(S(N)(=O)=O)cc1)C(=O)Nc1ccc([N+](=O)[O-])cc1Cl (configuration not stated) | 3.6 | -28.1 | 0.0 | 1.8 | 0.5 | . | 7.1 | 5.6 | -1.3
COc1ccc(C(=O)N2CC3(C)C4CCC3(C)C2(C#N)C4)cc1OC (configuration not stated) | 0.0 | -7.6 | -0.8 | -4.8 | 2.3 | . | 4.9 | -11.7 | -6.1
CCCCNC(=O)NNC(=O)c1ccc(F)cc1 | 0.1 | 0.6 | 0.5 | -2.5 | -1.4 | -2.9 | 8.5 | -11.4 | -9.4

Retrieved one by one from the list above (three):
SMILES | FBA Mtb inh | PrPC TRFRET | BoNT A protease | FadD28 FP inh | UGM FP inh | Mtb BioA inh | GDH-TPI inh | CCHF vOTU inh | BoNT-F LC inh
COc1ccc(NC(=O)Nc2cc(C(C)(C)C)on2)cc1OC | 0.6 | 7.6 | 0.0 | -0.4 | -0.5 | 4.2 | 3.9 | 13.9 | -7.8
CC(=O)Oc1cc(C(=O)OCC(=O)N2CCc3ccccc3C2)cc(OC(C)=O)c1OC(C)=O | 1.2 | -7.8 | -0.5 | -0.6 | 0.2 | 0.4 | 22.1 | 13.5 | -0.4
Cc1ccc(S(=O)(=O)Nc2cccc(C(=O)NCC(C)(C)N3CCOCC3)c2)cc1F | -2.1 | -4.7 | 1.9 | -2.9 | 1.2 | -0.1 | 11.5 | -2.4 | -4.7

Going on with the list.
SMILES | FBA Mtb inh | PrPC TRFRET | BoNT A protease | FadD28 FP inh | UGM FP inh | Mtb BioA inh | GDH-TPI inh | CCHF vOTU inh | BoNT-F LC inh
COCC(C)n1c(C)cc(C(=O)CSc2nc3ccccc3c(=O)[nH]2)c1C (configuration not stated) | 1.2 | 12.3 | -0.3 | 1.2 | 0.3 | -0.6 | 7.2 | 14.4 | 10.0
Cc1ccc(C(=O)NNC(=O)C(NC(=O)c2cccc(C)c2)C(C)C)cc1 (configuration not stated) | -1.9 | -5.3 | 1.0 | -1.2 | 2.1 | 2.6 | 3.2 | 2.9 | 1.1
COC(=O)C1=C(C)N(C)C(C)=C(C(=O)OC)C1c1ccc(F)c(Br)c1 | -0.5 | 4.8 | 0.4 | -0.8 | 4.2 | -4.2 | 21.9 | 9.5 | -2.1
C/C(=N\NC(=O)C1(C)CC1(Br)Br)c1cccc(NC(=O)C(C)(C)C)c1 (configuration not stated) | -1.5 | 1.5 | -0.9 | -1.0 | -0.1 | . | -4.4 | -17.8 | -16.5
CCOC(=O)c1c(NC(=O)CN2C(=O)NC3(CCC(CC)CC3)C2=O)sc(C)c1-c1ccc(C)cc1 (configuration not stated) | -3.6 | 3.9 | 0.0 | -0.6 | -1.5 | . | 4.7 | 4.5 | -1.2
N=C1C(c2ccccc2)=C(O)CN1c1ccccc1 | -2.0 | 28.9* | 0.1 | 0.5 | 2.7 | -1.2 | 0.8 | 2.3 | -1.0
COc1ccc(N(CC(=O)N2CCN(c3cc(C)ccc3C)CC2)S(=O)(=O)c2c(C)noc2C)cc1 | -1.9 | -5.5 | -0.8 | -1.5 | 2.2 | 0.0 | 3.6 | 4.1 | 3.1
O=C(C1CCCCC1C(=O)N1CCCCC1)N1CCCCC1 (configuration not stated) | -0.7 | -2.2 | 0.0 | -3.3 | . | -0.2 | -4.1 | -2.4 | -0.9
CCOc1cc2c(c3c1C(c1ccccc1)N(S(=O)(=O)c1ccc(C)cc1)C3)C(=O)C=CC2=O (configuration not stated) | -3.1 | -0.6 | 2.5 | -1.6 | . | -4.3 | . | 19.2 | -2.6
COC(=O)c1nnn(-c2nonc2N)c1CSCCO | 1.8 | 7.7 | 0.7 | 0.1 | -1.0 | -0.2 | 10.1 | 4.3 | 8.4
CC(C)Cc1nnc(NC(=O)CC(=O)Nc2ccccc2C(=O)O)s1 | 6.8 | 2.4 | -0.2 | -2.0 | 3.4 | . | -9.2 | 2.6 | -1.4
Cc1ccccc1Nc1nc2ccccc2n1C(C)C | -0.4 | -1.5 | -0.1 | -0.7 | -2.3 | . | 4.4 | 4.2 | -5.9
Cn1c(-c2ccccc2)cnc1N | 1.3 | -3.5 | 0.3 | 0.6 | -1.0 | -2.1 | 6.1 | -0.1 | -69.7
CCn1cc(CNC(=O)C2CCC(=O)N(Cc3ccccc3F)C2)cn1 (configuration not stated) | 3.1 | 7.9 | 0.4 | 2.7 | -0.9 | -0.7 | 3.7 | 6.9 | 6.8
CC(N=C1NS(=O)(=O)c2ccccc21)C(=O)NCCCc1ccccc1 (configuration not stated) | -0.5 | -13.7 | -1.4 | 0.6 | 1.1 | 0.8 | -3.1 | -3.5 | -0.8
